Compound activity as filed in PubChem BioAssay.
ABHD5 PLIN5 PPI = inhibitors of human ABHD5-perilipin-5 interaction; AID 602281; Q00G26+Q8WTS1; hit rate 0.78% among 360,000; inhibition, % at 4 µM; Split G. princeps luciferase complementation, luminescence, 4 h;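 active means inhibition above the mean inhibition across every tested compound plus 3 SD, cut at about 22% in these data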;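 further: 0% = DMSO only wells and the 100% control is not disclosed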
TLR9-MyD88 block = TLR9-MyD88 interaction inhibition. CHO BLA complementation TLR9-MyD88, CCF4 FRET ratio. inhibition, % at 4.98 µM. hit rate 0.21% among 340,000. AID 504734;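 active means inhibition above the mean over all tested compounds plus 3 SD, cut at about 21% in these data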;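 further: 0% = DMSO only wells and 100% = clavulanate BLA inhibitor control wells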
NR5A2 inv ag = NR5A2 inverse agonism in reporter assay | HEK293T StAR-luciferase reporter, LRH-1 transfected, 24 h | inhibition, % at 3.6 µM | hit rate 0.13% among 360,000 | AID 602396;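 active means inhibition above the mean inhibition of all tested compounds plus 3 SD, cut at about 73% in these data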;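 further: 0% = DMSO wells and 100% = reporter-only cells lacking LRH-1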
MC4R ag barr = activates human MC4R beta-arrestin recruitment | AID 540308 | hit rate 0.98% among 360,000 | activation, % at 8.9 µM | U2OS MC4R beta-arrestin complementation, luminescence; percent of melanotan II response, DMSO zero | P32245;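 active means activation above a per-plate cutoff, the mean activation of sample wells on that plate plus 3 SD, cut at about 8% in these data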
Target sequence (P32245 whole entry, looked up): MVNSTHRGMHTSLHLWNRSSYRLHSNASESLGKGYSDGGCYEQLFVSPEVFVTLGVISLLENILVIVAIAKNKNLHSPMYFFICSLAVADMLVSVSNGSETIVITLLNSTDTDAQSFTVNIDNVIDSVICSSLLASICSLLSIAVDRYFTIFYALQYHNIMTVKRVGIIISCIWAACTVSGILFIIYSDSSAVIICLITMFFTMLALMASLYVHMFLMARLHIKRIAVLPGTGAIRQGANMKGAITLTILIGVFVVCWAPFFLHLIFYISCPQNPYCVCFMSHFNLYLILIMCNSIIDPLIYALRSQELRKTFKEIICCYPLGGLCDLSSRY
NCOA3 inh = human NCOA3 inhibition; Q9Y6Q9; HEK293 GAL4-SRC3 luciferase reporter, luminescence; inhibition, % at 3.6 µM; hit rate 0.17% among 360,000; AID 588352;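 active means inhibition above a per-campaign cutoff, the mean of all compounds plus 3 SD, cut at about 60% in these data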;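 further: 0% = DMSO-treated cells and 100% = gossypol-treated cells at 36 µM; higher means less SRC3-driven luciferase light from the GAL4 reporter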
NCOA1 inh = human NCOA1 inhibition | HEK293 GAL4-SRC1 luciferase reporter, luminescence | inhibition, % at 3.6 µM | hit rate 0.12% among 360,000 | AID 588354;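 active means inhibition above the campaign mean plus 3 SD, with each screening campaign given its own cutoff, cut at about 60% in these data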;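 further: 0% = DMSO treated cells and 100% = gossypol at 36 µM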
NOD2-RIPK2 inh = blocks binding of human NOD2 to RIPK2 | AID 624267 | hit rate 0.38% among 360,000 | CHO BLA complementation NOD2-RIPK2, CCF4 ratio | inhibition, % at 4.98 µM | O43353; in the data active means inhibition above about 21%;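 further: 0% = vehicle only and 100% = reference blocker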
Target sequence (O43353 whole entry, looked up): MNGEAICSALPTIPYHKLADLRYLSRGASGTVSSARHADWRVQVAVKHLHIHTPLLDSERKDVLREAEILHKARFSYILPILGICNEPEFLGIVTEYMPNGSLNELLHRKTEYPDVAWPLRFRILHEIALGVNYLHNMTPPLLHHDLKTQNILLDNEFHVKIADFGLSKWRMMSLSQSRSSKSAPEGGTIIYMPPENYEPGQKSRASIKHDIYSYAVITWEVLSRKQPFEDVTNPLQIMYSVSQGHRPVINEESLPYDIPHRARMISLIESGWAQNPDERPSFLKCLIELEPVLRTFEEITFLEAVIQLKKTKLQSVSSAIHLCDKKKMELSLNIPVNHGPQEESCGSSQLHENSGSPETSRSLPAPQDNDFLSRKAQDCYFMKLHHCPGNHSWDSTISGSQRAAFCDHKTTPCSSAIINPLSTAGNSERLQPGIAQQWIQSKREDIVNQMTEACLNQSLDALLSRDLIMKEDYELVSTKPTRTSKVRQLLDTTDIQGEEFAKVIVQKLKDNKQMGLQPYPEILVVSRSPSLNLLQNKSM
MC4R antag cAMP = human MC4R antagonism in cAMP assay. inhibition, % at 6.5 µM. P32245. AID 540295. MC4R-expressing cells, MTII-stimulated cAMP, LANCE TR-FRET. hit rate 0.48% among 360,000;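 active means inhibition above its plate's cutoff, the mean of tested wells on that plate plus 3 SD, cut at about 29% in these data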;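 further: 0% = Melanotan II alone and 100% = Melanotan II plus saturating MCL0020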
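Material: U2OS-MC4R stable cell line | Reagent: Melanotan II challenge after compound preincubation | Doses: One concentration, 6.5 µM nominal | Incubation: 30-min compound preincubation, 1-h Melanotan II challenge, 1-h detection, room temperature | Signal: TR-FRET cAMP assay | Replicates: One well per compound, no replicates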
SRC2 inh = inhibits human steroid receptor coactivator 2. Q15596. HEK293 GAL4-SRC2 luciferase reporter, luminescence. inhibition, % at 9 µM. hit rate 0.17% among 370,000;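 active means inhibition above the mean inhibition of all tested compounds plus 3 SD, set per campaign, cut at about 52% in these data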;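 further: 0% = DMSO treated cells and 100% = cells given Gossypol at 36 µM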
LMP1 NFkB inh = Epstein-Barr LMP1 NF-kappaB reporter inhibition; LMP1-induced NF-kappaB luciferase reporter cells, luminescence; inhibition, % at 12.5 µM; hit rate 0.69% among 350,000; AID 504558; in the data active means inhibition above about 41%;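 further: 0% = neutral control wells and 100% = reference inhibitor control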
NR2F2 inh = NR2F2 (human) inhibition, primary screen; P24468; HEK293T NGFI-A luciferase reporter, luminescence; inhibition, % at 8.6 µM; hit rate 0.7% among 370,000;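 active means inhibition above a per-plate cutoff, mean inhibition of test wells between control levels plus 3 SD, cut at about 38% in these data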;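 further: cells cotransfected with COUP-TFII expression vector driving the NGFI-A reporter; 0% = median of COUP-TF2 test wells and 100% = reporter-only cells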
Active calls of the source: *; / = not tested or not shown. Not all compounds are listed; the hit share may differ from the screen's.

SMILES	ABHD5 PLIN5 PPI	TLR9-MyD88 block	NR5A2 inv ag	MC4R ag barr	NCOA3 inh	NCOA1 inh	NOD2-RIPK2 inh	MC4R antag cAMP	SRC2 inh	LMP1 NFkB inh	NR2F2 inh
COc1ccc2cc(S(=O)(=O)N3CCCC3)ccc2c1	10	-6	-17	-1.2	5	7	-1	0	12	0	3
Cc1cccn2c(=O)c(C=O)c(N3CC(C)OC(C)C3)nc12 (stereo not given)	-8	-3	10	-2.8	13	0	-2	10	-12	5	-20
COc1ccc(CN2CCN(C(=O)Cn3c(=O)oc4cc(Cl)ccc43)CC2)c(OC)c1OC	5	1	11	-0.4	-2	0	-2	9	2	14	29
Cc1cc(/C=N/n2cnnc2)c(C)n1-c1cc(Cl)ccc1Cl	3	12	30	-2.2	7	-3	13	-26	6	-16	5
CCCCN1C(=O)C(O)(CC(=O)c2ccco2)c2cc(Br)ccc21 (stereo not given)	-2	0	18	-0.7	-28	-16	10	12	9	9	11
Cn1c(=O)[nH]c(N)c(Br)c1=O	-31	-5	-19	-2.0	-8	-1	0	-1	-10	1	2
O=C(Oc1ccc2c(c1)OCO2)C12CC3CC(CC(C3)C1)C2	1	-1	-12	2.3	6	-5	4	17	14	6	4
CSCc1cc(N(C)C)nc(SCc2ccc(Cl)c(Cl)c2)n1	1	5	-18	-0.5	10	5	6	-20	6	-12	14
COC(=O)C(C)Sc1nc2c(c(=O)n(C)c(=O)n2C)n1Cc1cccc(C)c1 (stereo not given)	-1	6	8	-1.7	9	-29	-7	-16	-10	2	16
CN(C)S(=O)(=O)c1ccc(C(=O)NNC(=O)c2ccccc2-n2cccc2)cc1	-3	1	4	-0.5	3	-5	-4	1	-4	-3	2
Cc1ccc(C)c(C(=O)COC(=O)c2ccc(Br)o2)c1	1	-1	-1	-1.1	0	4	-13	-2	-19	7	-6
CCC(=O)N(C)C[C@@H]1Oc2cc(Br)ccc2S(=O)(=O)N([C@@H](C)CO)C[C@@H]1C	4	-1	-40	0.9	11	0	0	3	-8	1	20
O=C(NCCC(=O)N1CCN(c2ccccn2)CC1)c1ccc(Br)cc1	-3	0	-22	-3.0	1	-7	-2	13	0	-4	0
O=[N+]([O-])c1ccccc1S(=O)(=O)N1CCN(CC2CC3C=CC2C3)CC1 (stereo not given)	-5	-23	-7	2.2	2	15	1	10	-10	-12	-3
COc1ccc2oc(=O)c(N3C(=O)c4ccccc4C3=O)cc2c1	0	-4	-13	-1.5	1	-15	-4	8	-7	-5	9
COc1ccc(OC)c(CNC(=O)C2CCCN(S(=O)(=O)N3CCC(C)CC3)C2)c1 (stereo not given)	-5	-8	-17	2.0	15	1	0	16	24	-5	7
CC(Oc1ccc(Cl)cc1)C(=O)NNC(=S)NC(=O)c1ccco1 (stereo not given)	0	-7	-64	-2.7	-25	-41	-10	3	-15	10	-4
Cc1ccc(-c2csc(N/N=C/c3ccco3)n2)c(C)c1	-10	10	-88	-1.0	-63	-95	-5	1	-42	12	-52
Cc1cc(NC(=O)Nc2cccc(Cl)c2)no1	-3	-4	-4	-0.9	-11	-5	-6	-1	6	-7	-19
CCOC(=O)C1CCN(S(=O)(=O)C(F)(F)c2nc3ccccc3s2)CC1	-9	-7	-8	2.4	-41	-34	-6	-1	-28	-6	-35
COC(=O)C1CCN(C(=O)c2ccc(Cl)c(S(=O)(=O)NCc3cccnc3)c2)CC1	1	-1	11	-2.1	0	0	-9	-1	-4	3	1
CSc1nc(Cl)cc(Nc2ccccc2N)n1	0	9	19	-1.6	-3	-15	-2	-5	0	1	-4
C=C(C)CN=C1NN=C(c2cc(C)n(-c3ccc(C)cc3)c2C)CS1	-10	4	-4	-2.1	5	-25	-3	9	-18	4	-10
CCOC(=O)N1CCN(S(=O)(=O)N2CCCC(C(=O)NCCc3ccc(C)cc3)C2)CC1 (stereo not given)	-1	-13	-2	-2.0	7	-8	8	-5	-20	4	-1
O=c1[nH]c(CN2CCOCC2)nc2scc(-c3ccccc3)c12	4	-4	5	-1.2	5	2	-9	-5	32	6	-3

The listing continues:
SMILES	ABHD5 PLIN5 PPI	TLR9-MyD88 block	NR5A2 inv ag	MC4R ag barr	NCOA3 inh	NCOA1 inh	NOD2-RIPK2 inh	MC4R antag cAMP	SRC2 inh	LMP1 NFkB inh	NR2F2 inh
O=C(Nc1nnc(SCc2cccc(F)c2)s1)c1ccco1	4	1	-4	-2.6	-8	2	-14	7	12	-6	18
Nc1nnc(/C=C/c2ccccc2)s1	-1	11	-35	-0.6	-22	-70	5	6	-41	-11	-69
COc1ccccc1CCC(=O)OCC(=O)Nc1ccc(C)c(S(=O)(=O)N2CCCCC2)c1	0	-4	-2	0.2	-6	-14	-7	-3	16	-4	3
CCOc1ccccc1C(=O)NC(C(=O)OCn1nnc2ccccc2c1=O)C(C)C (stereo not given)	-5	-5	-17	1.5	-7	-120	5	6	12	-3	13
CCN(CCO)c1ncnc2c1sc1nc(CC(C)C)c3c(c12)CC(C)(C)OC3	7	-3	9	3.6	-12	-13	2	-43	-14	6	8
NC(=O)c1ccc(-c2nnc(Nc3ccc(S(N)(=O)=O)cc3)c3ccccc23)cc1	3	-10	31	0.9	6	-20	-6	2	2	2	21
O=C(COC(=O)c1ccc2c(c1)OCCO2)Nc1ccc(F)cc1F	-2	-12	-22	-0.2	9	-7	-1	8	-45	-22	-7
C[C@H](CO)N1C[C@H](C)[C@@H](CN(C)C(=O)c2ccc3ccn(C)c3c2)OCc2cn(nn2)CCCC1=O	2	3	-6	-0.6	0	9	-2	-2	-16	3	8
CC(=O)Nc1cc([N+](=O)[O-])ccc1N1CCOCC1	-1	4	15	-2.5	4	-2	-1	21	-40	-3	0
CC(C)[C@H](NC(=O)C1CCN(S(=O)(=O)c2ccc(F)cc2)CC1)C(=O)N1CCCCCC1	4	-4	3	1.5	15	3	6	5	-24	5	-7
CC(C)OCCCNC(=O)c1ccc(C2SCC(=O)N2Cc2ccco2)cc1 (stereo not given)	7	1	-15	-2.6	7	-4	-6	7	-2	9	8
CCNC(=O)C1(C)CCCN(Cc2csc3ccccc23)C1 (stereo not given)	-1	/	0	0.1	2	0	-5	8	20	/	17
COc1ccc(CCNC(=O)CSc2n[nH]c(N)n2)cc1OC	7	3	-2	0.3	11	3	-6	10	3	-4	-23
Cn1c(N2CCOCC2)c(C#N)c2ccccc21	4	-11	30	-0.3	-12	12	1	-9	13	4	5
CN(C)c1ccc(Nc2ncnc3ccc(Br)cc23)cc1	-1	8	-35	-1.5	43	40	2	2	28	10	38*
Nn1c(SCc2ccccc2)nc2ccccc21	1	1	-86	3.9	-61	-89	-1	-5	-41	-20	-36
CCC1NC(=O)c2cc3ccccc3cc2-n2c1nc1cc(C)cc(C)c1c2=O (stereo not given)	-4	1	8	0.4	-18	9	-14	5	-9	-8	28
CC1(C(=O)NS(=O)(=O)c2ccc(F)cc2F)CCN1C(=O)C1(c2ccc(Cl)cc2)CCC1 (stereo not given)	4	/	7	0.8	3	-22	1	7	2	/	-5
CCOC(=O)c1c(C)[nH]c(C(=O)CSc2nc(C)cc(C)n2)c1C	-4	-2	-8	-3.3	0	3	-4	-3	0	4	7
Cc1noc(/C=C/N(C)C)c1S(=O)(=O)N1CCCC(C(=O)NCc2ccccc2Cl)C1 (stereo not given)	2	-15	0	-0.4	-2	15	11	1	2	-1	1
CCCCNC(=O)c1sc2ncnc(N3CCc4ccccc4C3)c2c1C	-9	2	-10	-1.1	6	-2	2	2	1	3	7
Cc1ccnc2nc(C(=O)OCC(=O)Nc3ccc([N+](=O)[O-])cc3Br)nn12	4	-12	46	-3.3	-2	-3	-4	5	-23	1	-16
Cc1cc(Cl)ccc1NC(=S)N1CCOCC1	-1	1	-6	0.5	7	-6	-1	18	-8	-3	-3
CC1(C)CC(=O)/C(=C(/O)Cc2ccccc2)C(=NCCc2ccccc2)C1	-1	-3	-10	-1.6	-17	-15	-4	-5	-35	-14	0
COc1cc(SC)ccc1C(=O)Nc1cc(C)ccn1	5	5	-241	-1.8	-120	-163	1	-5	-40	4	-34

(next part)
SMILES	ABHD5 PLIN5 PPI	TLR9-MyD88 block	NR5A2 inv ag	MC4R ag barr	NCOA3 inh	NCOA1 inh	NOD2-RIPK2 inh	MC4R antag cAMP	SRC2 inh	LMP1 NFkB inh	NR2F2 inh
O=S(=O)(Nc1ccc(S(=O)(=O)Nc2nccs2)cc1)c1ccc(Br)cc1	14	-4	-5	-2.4	12	17	-4	2	-33	-7	-7
CCNC(COC(=O)c1ccc([N+](=O)[O-])cc1)C1CCCCC1 (stereo not given)	-12	1	2	-0.4	8	-12	-1	15	-25	5	8
O=C(NCc1cccnc1)c1ccc(Br)o1	-10	-2	-11	-2.5	-7	-10	-5	-2	0	0	-13
CCc1nc2ccc(C(=O)NCc3ccccc3OC)cn2c1N(C)C(=O)Cc1ccccc1	5	/	-17	-1.5	1	9	4	5	-10	/	23
CSc1cccc(NC(=S)NCCCN2CCN(c3ccc(F)cc3)CC2)c1	-3	6	-10	-1.2	7	-24	-3	7	-2	12	10
Cc1ccnc(NC(=S)NC(=O)c2cccs2)c1	10	-4	-122	1.2	-53	-107	7	-5	-25	-47	-67
O=C(NC1CCCCC1)c1ccc2c(c1)S(=O)(=O)c1ccccc1C2=O	-3	-7	5	-0.5	-9	-4	-6	-8	-3	0	1
CCOC(=O)CSc1snnc1C	6	9	8	-1.9	-11	-13	-12	12	8	-5	8
CCc1ccc(C2NC(=S)NC3=C2C(=O)CC(C)(C)C3)cc1 (stereo not given)	1	-9	6	-0.3	-2	-1	2	7	-10	-7	5
CC1(C)Cc2cccc(C(=O)Nc3ccc(F)cc3F)c2O1	-3	-4	9	2.4	5	-25	-8	15	0	-10	6
COc1ccc(C)cc1NC(=O)CN1C(=O)COc2ccc(S(=O)(=O)N3CCCCC3)cc21	-6	-7	-6	-1.4	-52	-3	-3	10	3	-1	2
COCCNc1nc(Nc2ccc(C(=O)OC)cc2)c2sccc2n1	-2	/	19	-1.1	9	9	-14	11	-8	/	14
CCOc1c2ccc(C(=O)NCc3ccc4c(c3)OCO4)cc2nn1CCOC	2	4	1	-1.4	5	-2	-3	2	4	-7	-12
O=C(CCC(=O)Nc1ccccc1Cl)NNC(=O)COc1ccc([N+](=O)[O-])cc1	7	11	9	-2.3	7	2	2	-5	-18	-5	9
COc1cccc(NC(=O)c2ccc(S(=O)(=O)N3CCCCC3)cc2)c1	-15	-5	-20	0.8	-9	-5	7	12	-3	-8	0
CCOc1ccc(C2/C(=C(\O)c3ccc(OC)c(OC)c3)C(=O)C(=O)N2c2cc(C)on2)cc1OC (stereo not given)	9	-1	6	-0.6	-4	-29	-1	2	-11	-1	10
CCCC(NC(=S)NCC1CCCO1)C12CC3CC(CC(C3)C1)C2 (stereo not given)	2	8	-8	-0.2	8	-54	-1	2	-9	8	-22
